Source: PubChem
PI5P4K alpha inh = inhibitors of human PI5P4K alpha | max response, % | P48426 | PI5P4Kalpha enzyme, ADP-Glo luminescence, 60 min; hits give low values | hit rate 1.2% among 330,000; active means max response of -50% or lower; inconclusive means between -30% and -50%; inactive means -30% or higher; further: value at the top dose of about 77 µM; on the % scale 0 is the no-effect control and ±100 the full control effect
Target sequence (P48426 whole entry, looked up): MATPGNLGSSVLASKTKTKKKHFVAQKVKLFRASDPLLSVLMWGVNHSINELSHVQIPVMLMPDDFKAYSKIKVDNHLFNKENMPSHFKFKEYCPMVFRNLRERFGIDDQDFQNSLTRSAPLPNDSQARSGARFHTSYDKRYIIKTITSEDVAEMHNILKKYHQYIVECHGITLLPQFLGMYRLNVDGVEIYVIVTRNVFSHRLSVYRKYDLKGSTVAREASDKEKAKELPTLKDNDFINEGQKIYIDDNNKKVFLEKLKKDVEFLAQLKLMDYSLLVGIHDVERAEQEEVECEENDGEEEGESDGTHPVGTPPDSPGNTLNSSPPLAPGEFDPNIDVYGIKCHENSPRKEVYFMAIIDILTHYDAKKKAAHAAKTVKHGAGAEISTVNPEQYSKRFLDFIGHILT
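Single end-point luminescence (ADP-Glo) quantified ADP from PI5P4Kalpha turnover; ATP 5 microM final, 1 h at RT, 0.1% CHAPS and 0.28 mM EGTA in HEPES pH 7.4.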
WRN helicase inh = blocks human WRN helicase. Q14191. WRN helicase unwinding, fluorescent forked duplex, kinetic. Potency, µM (titrated, usually from 114 µM), for inactives: top-dose activity change, negative = inhibition, hits mostly inhibitors. hit rate 0.46% among 360,000; further: potency means the concentration at half of the fitted maximal effect; on the % scale 0 is the no-effect control and ±100 the full control effect; nearly all actives have a fitted effect of over 55% in size
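Kinetic red-fluorescence monitoring (525/598 nm) tracks WRN helicase activity after 100 nM fluorophore-quencher forked duplex and 2 mM ATP are added to 20 nM enzyme pretreated 15 min at room temperature with compound.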
EPAC1 antag = blocks human EPAC1 exchange factor; hit rate 0.14% among 360,000; O95398; AID 720709; Potency, µM (titrated, usually from 115 µM), without a hit: at the top dose activity change, negative = inhibition, most hits filed as inhibitors; EPAC1 GEF assay, Rap1b-BODIPY-GDP exchange fluorescence;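 further: potency means the concentration at half of the fitted maximal effect; plate controls were vehicle for no effect and positive control for full effect; nearly all actives have a fitted effect of over 50% in size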
MmCpn inh = inhibitors of Methanococcus maripaludis chaperonin (MmCpn); hit rate 0.031% among 330,000; AID 504842; purified Mm-Cpn ATPase, ADP Transcreener TR-FRET; Potency, µM (titrated, usually from 76.9 µM), inactives show top-dose activity, negative = inhibition, usual class: inhibitors; further: potency means the concentration at half of the fitted maximal effect; on the % scale 0 is the no-effect control and ±100 the full control effect; nearly all actives have a fitted effect of over 80% in size
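Inhibition of chaperonin ATP hydrolysis is measured as reduced ADP production, detected by competitive TR-FRET in which signal falls with ADP. Final enzyme 25 nM and ATP 10 uM, reacted 30 min at 37°C.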
PLK1 PBD inh = inhibitors of human PLK1 polo-box domain binding. P53350. Plk1 PBD binding of FITC phosphopeptide, fluorescence polarization. Potency, µM, without a hit: max response, negative = inhibition, most hits filed as inhibitors. hit rate 2.8% among 360,000; further: potency means the concentration at half of the fitted maximal effect; series mostly up to about 57 µM; on the % scale 0 is the no-effect control and ±100 the full control effect; nearly all actives have a fitted effect of over 65% in size
Target sequence (P53350 whole entry, looked up, the tested form may be a part): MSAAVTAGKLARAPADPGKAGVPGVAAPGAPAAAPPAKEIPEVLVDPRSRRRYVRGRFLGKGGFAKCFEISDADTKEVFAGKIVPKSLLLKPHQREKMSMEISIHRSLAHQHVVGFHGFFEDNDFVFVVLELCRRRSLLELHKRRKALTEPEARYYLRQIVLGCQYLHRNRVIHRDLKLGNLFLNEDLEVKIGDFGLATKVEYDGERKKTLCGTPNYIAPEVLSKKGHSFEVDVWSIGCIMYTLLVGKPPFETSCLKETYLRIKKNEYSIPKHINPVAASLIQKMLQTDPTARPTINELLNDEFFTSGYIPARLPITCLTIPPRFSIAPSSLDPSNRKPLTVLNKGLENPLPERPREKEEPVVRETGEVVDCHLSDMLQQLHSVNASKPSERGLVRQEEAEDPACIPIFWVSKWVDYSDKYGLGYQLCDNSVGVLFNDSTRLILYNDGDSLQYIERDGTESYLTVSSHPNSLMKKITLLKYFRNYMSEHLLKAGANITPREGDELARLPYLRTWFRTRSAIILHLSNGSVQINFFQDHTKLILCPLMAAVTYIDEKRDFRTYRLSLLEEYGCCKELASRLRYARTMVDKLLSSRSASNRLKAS
CCT modulator = changes cytosolic chaperonin activity | purified chaperonin ATPase assay, HTRF ADP detection, 30 min | hit rate 0.3% among 360,000 | activity change, % (test concentration not listed), hits read low; in the data active means activity change below about -30%; further: on the % scale 0 is the no-effect control and ±100 the full control effect
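Nucleotide hydrolysis assay: TRiC at 20–40 nM final (set by batch activity) with 10 uM ATP, 30 min at 37 °C, in presence of 76 uM compound. Detection by competitive ADP HTRF, 30 min ambient.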
EPAC2 antag = blocks human EPAC2 exchange factor; EPAC2 GEF exchange of Rap1B-BODIPY-GDP, fluorescence; AID 720708; hit rate 0.18% among 360,000; Potency, µM (top dose mostly 114 µM), inactives show at the top dose activity, negative = inhibition, hits mostly inhibitors; further: potency means the concentration at half of the fitted maximal effect; on the % scale 0 is the no-effect control and ±100 the full control effect; nearly all actives have a fitted effect of over 45% in size; many of its hits are not listed in these tables
EPAC1 agonist = EPAC1 (human) agonism | O95398 | EPAC1 agonist qHTS, biochemical assay; response scale: 100% = response to 6.5 mM cAMP | hit rate 0.073% among 360,000 | Potency, µM (titrated, usually from 154 µM), for the others: at the highest dose activation, actives largely listed as activators; further: potency means the concentration at half of the fitted maximal effect; nearly all actives have a fitted effect of over 60% in size
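EPAC1 100 nM, Rap1B–BODIPY-GDP 250 nM, unlabeled GDP 50 uM; compound titration; 5 min RT; kinetic read ex480/em540 at 5-min intervals ×30 min; data normalized to 6.5 mM cAMP agonist control.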
An asterisk follows results filed as active; [ ] = another dose, or the depositor's remark. Unless noted, the call rests on the fitted dose curve; in most records, active means well fitted curve in the direction sought with a large enough effect; inconclusive means small, poorly fitted or top-dose-only effect, or another doubt; inactive means no such curve, though single readings can be large; an effect the other way counts as inactive or inconclusive. Not all compounds are listed (hit frequency here may not be typical).

Results for O=C(CC1SC(N2CCCC2)=NC1=O)Nc1ccc(C(=O)NCCc2ccc(F)cc2)cc1 (stereo not given) ?
PI5P4K alpha inh: 4.6; WRN helicase inh: -23.8%; EPAC1 antag: -8.2%; MmCpn inh: -0.2%; PLK1 PBD inh: -16.9%; CCT modulator: 0.6; EPAC2 antag: 0.8%; EPAC1 agonist: -2.5%

How did CC(=O)NS(=O)(=O)c1ccc(NC(=O)C(C)NS(=O)(=O)/C=C/c2ccccc2)cc1 (stereo not given) do in these assays?
PI5P4K alpha inh: 0.2; WRN helicase inh: -7.6%; EPAC1 antag: -7.8%; MmCpn inh: -0.6%; PLK1 PBD inh: -8.1%; CCT modulator: 0.2; EPAC2 antag: -6.4%; EPAC1 agonist: 1.3%

What do the screens show for `O=C(CSc1nnc(NC(=O)C2CC2)s1)Nc1ccccc1C(F)(F)F`?
PI5P4K alpha inh: 1.7; WRN helicase inh: -11.4%; EPAC1 antag: -10.3%; MmCpn inh: 1.0%; PLK1 PBD inh: -0.9%; CCT modulator: 0.0; EPAC2 antag: 0.6%; EPAC1 agonist: -11.0%

Results for CC(/C=C/c1ccc(Cl)o1)=C\C(=O)O ?
PI5P4K alpha inh: -18.8; WRN helicase inh: -29.2%[57.1 µM]; EPAC1 antag: -8.7%; MmCpn inh: -1.9%; PLK1 PBD inh: -13.9%; CCT modulator: 0.2; EPAC2 antag: -5.8%; EPAC1 agonist: 5.0%

What do the screens show for `CC(C)C(N)c1csc(NC(=O)Nc2cccc(Cl)c2)n1` (stereo not given)?
PI5P4K alpha inh: -8.3; WRN helicase inh: 2.9%; EPAC1 antag: 5.3%; PLK1 PBD inh: -4.7%; CCT modulator: -2.1; EPAC2 antag: 9.0%; EPAC1 agonist: 1.7%

What do the screens show for `CN1C(=O)N(CC(=O)N2CCN(S(=O)(=O)c3ccc4c(c3)CCC4)CC2)C(=O)C12CCCCC2`?
PI5P4K alpha inh: -7.9; WRN helicase inh: 3.3%; EPAC1 antag: 3.2%; MmCpn inh: -3.4%; PLK1 PBD inh: -2.4%; CCT modulator: -0.8; EPAC2 antag: 16.8%; EPAC1 agonist: -3.8%

Results for CCCc1cc(=O)oc2cc(OCC(=O)NCCCn3ccnc3)c(Cl)cc12 ?
PI5P4K alpha inh: 0.6; WRN helicase inh: -4.4%; EPAC1 antag: -4.4%; MmCpn inh: -0.3%; PLK1 PBD inh: -4.2%; CCT modulator: 0.5; EPAC2 antag: -4.6%; EPAC1 agonist: 2.0%

What do the screens show for `C[C@@H]1C[C@H]2[C@@H]3C[C@H](F)C4=CC(=O)C=C[C@]4(C)[C@@]3(F)[C@@H](O)C[C@]2(C)[C@@]1(O)C(=O)CO`?
PI5P4K alpha inh: 5.5; WRN helicase inh: 0.2%; EPAC1 antag: 3.5%; MmCpn inh: -7.1%[15.4 µM]; PLK1 PBD inh: -4.0%; CCT modulator: -0.8; EPAC2 antag: 13.6%; EPAC1 agonist: -21.9%

Results for O=c1cc(-c2ccccc2)nc(SCc2ccccc2)[nH]1 ?
PI5P4K alpha inh: 2.0; WRN helicase inh: -18.5%; EPAC1 antag: 4.1%; MmCpn inh: -1.0%; PLK1 PBD inh: -0.1%; CCT modulator: -0.9; EPAC2 antag: 7.6%; EPAC1 agonist: 8.8%

Results for Cc1cccc(NC(=O)CC2c3ccccc3Oc3ccccc32)c1 ?
PI5P4K alpha inh: 1.7; WRN helicase inh: -1.1%; EPAC1 antag: 2.0%; MmCpn inh: 0.6%; PLK1 PBD inh: 0.6%; CCT modulator: -3.6; EPAC2 antag: 2.5%; EPAC1 agonist: -0.1%

How did CC(Oc1ccccc1F)C(=O)NNC(=O)c1ccc(F)c(S(=O)(=O)N2CCOCC2)c1 (stereo not given) do in these assays?
PI5P4K alpha inh: 3.9; WRN helicase inh: -18.9%; EPAC1 antag: 6.4%; MmCpn inh: -0.4%; PLK1 PBD inh: -1.8%; CCT modulator: -0.1; EPAC2 antag: 3.9%; EPAC1 agonist: 8.8%

How did CC1CC(C)CN(C(=O)COC(=O)c2cncc(Br)c2)C1 (stereo not given) do in these assays?
PI5P4K alpha inh: -4.1; WRN helicase inh: 10.4%; EPAC1 antag: 21.1%; MmCpn inh: -2.2%; PLK1 PBD inh: -15.4%; CCT modulator: -0.2; EPAC2 antag: -2.5%; EPAC1 agonist: -0.5%

What do the screens show for `CCC(C)NC(=O)CCS(=O)(=O)c1ccc(Br)s1` (stereo not given)?
PI5P4K alpha inh: 6.6; WRN helicase inh: -2.6%; EPAC1 antag: 1.3%; MmCpn inh: 1.5%; PLK1 PBD inh: 7.1%; CCT modulator: 0.2; EPAC2 antag: 1.7%; EPAC1 agonist: 0.7%

What do the screens show for `Cc1c(C(=O)NCc2c(F)cc(F)cc2F)oc2ccc(S(=O)(=O)N3CCOCC3)cc12`?
PI5P4K alpha inh: -13.9; WRN helicase inh: 9.6%; EPAC1 antag: -2.6%; MmCpn inh: 0.0%; PLK1 PBD inh: 18.9µM*; CCT modulator: 1.4; EPAC2 antag: 2.3%; EPAC1 agonist: -6.4%

How did O=C1CCN(Cc2ccccc2)C=C1c1ccc(Br)cc1 do in these assays?
PI5P4K alpha inh: -5.0; WRN helicase inh: -6.1%; EPAC1 antag: -6.2%; MmCpn inh: -4.2%; PLK1 PBD inh: -10.2%; CCT modulator: 1.0; EPAC2 antag: -16.7%; EPAC1 agonist: -12.1%

What do the screens show for `O=C(COC(=O)c1cc(Br)ccc1O)NNC(=O)c1cccs1`?
PI5P4K alpha inh: -4.6; WRN helicase inh: -11.2%; EPAC1 antag: 2.4%; MmCpn inh: -1.3%; PLK1 PBD inh: -8.1%; CCT modulator: -0.4; EPAC2 antag: 17.7%; EPAC1 agonist: 4.3%

How did NC(=O)C1CC(=O)N(c2ccc(OCC(=O)Nc3ccc(Cl)cc3)cc2)C1 (stereo not given) do in these assays?
PI5P4K alpha inh: -5.6; WRN helicase inh: -2.4%; EPAC1 antag: 0.8%; MmCpn inh: 0.4%; PLK1 PBD inh: -5.6%; CCT modulator: -1.9; EPAC2 antag: -7.4%; EPAC1 agonist: 0.5%

How did CCCCn1c(N)c(N(CCC(C)C)C(=O)c2cccc(N3C(=O)c4ccccc4C3=O)c2)c(=O)[nH]c1=O do in these assays?
PI5P4K alpha inh: 1.0; WRN helicase inh: -3.5%; EPAC1 antag: -14.7%; PLK1 PBD inh: -14.1%; CCT modulator: -6.5; EPAC2 antag: 18.3%; EPAC1 agonist: -38.1%[inhibitor]

Results for COc1ccc(Cn2c(=O)[nH]c3cc(C(=O)N4CCN(c5ccc(OC)cc5)CC4)ccc3c2=O)cc1 ?
PI5P4K alpha inh: 4.3; WRN helicase inh: 2.7%; EPAC1 antag: 18.3%; MmCpn inh: -2.5%; PLK1 PBD inh: -17.6%; CCT modulator: -0.4; EPAC2 antag: 1.6%; EPAC1 agonist: -2.5%

What do the screens show for `O=C(c1ccc(Cl)c(S(=O)(=O)N2CCCC2)c1)N1CCN(c2ccccn2)CC1`?
WRN helicase inh: 11.7%; EPAC1 antag: 6.8%; MmCpn inh: 1.3%; PLK1 PBD inh: -0.3%; CCT modulator: 1.7; EPAC2 antag: 8.5%; EPAC1 agonist: 2.5%

Results for O=C(CNC(=O)c1ccc(Cl)cc1)OC1CCOC1=O (stereo not given) ?
PI5P4K alpha inh: 3.4; WRN helicase inh: -1.4%[57.1 µM]; EPAC1 antag: 4.5%; MmCpn inh: -3.3%; PLK1 PBD inh: 23.8µM*; CCT modulator: -1.2; EPAC2 antag: 3.2%; EPAC1 agonist: 9.7%

What do the screens show for `CN(CCC#N)C(=O)COC(=O)c1ccccc1C(=O)c1ccc(Cl)c([N+](=O)[O-])c1`?
PI5P4K alpha inh: -4.9; WRN helicase inh: -26.0%; EPAC1 antag: -1.1%; MmCpn inh: -0.3%; PLK1 PBD inh: inconclusive; CCT modulator: -2.3; EPAC2 antag: -3.1%; EPAC1 agonist: 4.7%

Results for COc1ccc(NS(=O)(=O)c2cccc(NC(=O)c3cnccn3)c2)cc1Br ?
PI5P4K alpha inh: 8.8; WRN helicase inh: -11.7%; EPAC1 antag: -21.7%; MmCpn inh: -0.8%; PLK1 PBD inh: -3.4%; CCT modulator: -2.2; EPAC2 antag: -8.6%; EPAC1 agonist: -2.2%

How did O=C(CCN1C(=O)COc2ccccc21)NCCCN1CCCC1 do in these assays?
PI5P4K alpha inh: 0.2; WRN helicase inh: -10.1%; EPAC1 antag: -10.0%; MmCpn inh: 2.8%; PLK1 PBD inh: -8.4%; CCT modulator: -1.8; EPAC2 antag: 1.8%; EPAC1 agonist: -7.4%

How did Cc1cc(C(=O)Nc2c(F)cc(F)cc2Br)no1 do in these assays?
WRN helicase inh: 1.0%; EPAC1 antag: -5.2%; MmCpn inh: 6.3%; PLK1 PBD inh: -7.4%; CCT modulator: 1.7; EPAC2 antag: -1.3%; EPAC1 agonist: 4.3%

Results for O=C(O)/C=C/c1cccc(OCc2ccccc2)c1 ?
PI5P4K alpha inh: -8.6; WRN helicase inh: -14.8%; EPAC1 antag: -13.0%; MmCpn inh: 0.9%; PLK1 PBD inh: -6.6%; CCT modulator: -0.1; EPAC2 antag: 2.1%; EPAC1 agonist: -6.2%

What do the screens show for `COc1ccc(CCNS(=O)(=O)c2cc(C(=O)O)c(Cl)cc2Cl)cc1`?
PI5P4K alpha inh: 2.3; WRN helicase inh: 10.1%; EPAC1 antag: 5.6%; MmCpn inh: 1.3%; PLK1 PBD inh: -1.6%; CCT modulator: -1.1; EPAC2 antag: 0.9%; EPAC1 agonist: -14.6%

How did COc1ccccc1/C=C/C(=O)Nc1ccc2c(c1)OCCO2 do in these assays?
PI5P4K alpha inh: 13.4; WRN helicase inh: -11.8%; EPAC1 antag: -17.2%; MmCpn inh: -0.2%; PLK1 PBD inh: 0.5%; CCT modulator: -4.1; EPAC2 antag: -0.6%; EPAC1 agonist: 6.9%

Some of these compounds in order of length of the SMILES, descending.
What do the screens show for `CN(CCC#N)C(=O)COC(=O)c1ccccc1C(=O)c1ccc(Cl)c([N+](=O)[O-])c1`?
PI5P4K alpha inh: -4.9; WRN helicase inh: -26.0%; EPAC1 antag: -1.1%; MmCpn inh: -0.3%; PLK1 PBD inh: inconclusive; CCT modulator: -2.3; EPAC2 antag: -3.1%; EPAC1 agonist: 4.7%

What do the screens show for `O=C(c1ccc(Cl)c(S(=O)(=O)N2CCCC2)c1)N1CCN(c2ccccn2)CC1`?
WRN helicase inh: 11.7%; EPAC1 antag: 6.8%; MmCpn inh: 1.3%; PLK1 PBD inh: -0.3%; CCT modulator: 1.7; EPAC2 antag: 8.5%; EPAC1 agonist: 2.5%

Results for O=C(O)/C=C/c1cccc(OCc2ccccc2)c1 ?
PI5P4K alpha inh: -8.6; WRN helicase inh: -14.8%; EPAC1 antag: -13.0%; MmCpn inh: 0.9%; PLK1 PBD inh: -6.6%; CCT modulator: -0.1; EPAC2 antag: 2.1%; EPAC1 agonist: -6.2%
